Assay outcomes: PubChem BioAssay, National Center for Advancing Translational Sciences (NCATS)
GFP derepression = derepresses silenced GFP locus in mouse C127i cells | mouse C127i GFP locus derepression, cytometry, 30 h | Potency, µM (doses to about 46.1 µM), for the others: top-dose GFP derepression (activation) | 68,000 compounds, 0.09% hits; note: % of control where 0% means no effect
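Read-out is the number of GFP-positive cells, scored as fluorescent objects 20 to 120 um wide, reflecting derepression of a silenced CMV-GFP reporter in murine C127i cells after 30 h compound exposure at 37 C.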
Ub-GFP proteasome = ubiquitin-GFP accumulation via proteasome inhibition; Ubiquitin-GFP reporter cells, proteasome inhibition, GFP fluorescence; response scale: untreated = 0%, 10 µM MG-132 = 100%; Potency, µM (top dose mostly 45.9 µM), for inactives: at the top dose activation (GFP accumulation), usual class: activators; 67,000 tested, under 10 active; active = well fitted activation curve with a large enough effect, not every such curve was filed as active; inconclusive = small, poorly fitted or top-dose-only effect, or another doubt; inactive = no such curve, though single readings can be large or run the other way; note: potency is the fitted concentration of half-maximal effect
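Proteasome block read as GFP accumulation: ubiquitin(G76V)-GFP U2OS cells exposed to compound (2.9 nM–46 uM) for 4 hr at 37 C. Normalization used untreated cells as 0% and 10 uM MG-132 as 100%; concentration-response curves fitted.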
USP2a inhib = inhibitors of human ubiquitin-specific protease USP2a; Potency, µM (highest dose often 38.3 µM), for inactives: at the top dose activity change, negative = inhibition, usual class: inhibitors; USP2a enzymatic assay, qHTS inhibition; O75604; 60,000 compounds, 0.1% hits;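 note: potency is the fitted concentration of half-maximal effect; nearly all actives have a fitted effect of over 60% in size; plate controls were DMSO for no effect and NEM full inhibition control for full effect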
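USP2 core (20nM final) preincubated 30 min RT with compound, then Ub-PLA2 20nM and NBD C6-HPC 20uM final added; buffer 20mM Tris-HCl pH 8.0, 2mM CaCl2. Fluorescence Ex 460/Em 535 read at 0 and 2.5 h; normalized to NEM.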
Hsp90 Hop PPI = changes Hsp90-Hop TPR2A binding signal, up or down; Potency, µM (highest dose often 57 µM), inactives show at the top dose activity change, negative = inhibition; AlphaScreen TPR2A-His6 binding biotin-Hsp90 C-terminal peptide; 71,000 compounds, 0.44% hits; active = well fitted curve in either direction with a large enough effect; inconclusive = small, poorly fitted or top-dose-only effect, or another doubt; note: potency is the fitted concentration of half-maximal effect; % is set by controls: 0 for no effect and ±100 for the full control effect; many of its hits are not listed in these tables
15-hLO inh = 15-hLO (ALOX15) enzyme inhibition; 74,000 compounds, 1.4% hits; purified 15hLO-1, xylenol orange hydroperoxide absorbance; Potency, µM (titrated, usually from 57.1 µM), for the others: at the highest dose activity change, negative = inhibition, usual class: inhibitors; P16050; note: potency is the fitted concentration of half-maximal effect; % is set by controls: 0 for no effect and ±100 for the full control effect; nearly all actives have a fitted effect of over 55% in size
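Quantitative HTS in 25 mM Hepes pH 7.5 containing 0.01% Triton X-100: human 15hLO-1 at 40 nM, arachidonic acid at 50 uM, 6 min turnover. Product quantified via ferrous oxidation/xylenol orange, 573:405 nm absorbance ratio.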
HADH2 inhib = HADH2 (human) dehydrogenase inhibition | recombinant HADH2, NADH fluorescence, beta-hydroxybutyryl-CoA | Potency, µM (titrated, usually from 57.1 µM), inactives show at the highest dose activity change, negative = inhibition, usual class: inhibitors | 73,000 compounds, 3.4% hits; note: potency is the fitted concentration of half-maximal effect; % is set by controls: 0 for no effect and ±100 for the full control effect; nearly all actives have a fitted effect of over 60% in size; many of its hits are not listed in these tables
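20 nM HADH2 + cpd, 15 min RT; add 1 mM NAD+/90 uM beta-hydroxybutyryl-CoA; kinetic fluorescence 360/450 nm, 4 min. Tris-HCl pH 9.0, 0.01% Tween-20.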
HBB splice mod = modulators of hemoglobin beta chain splicing; HBB splicing reporter cell assay, activation; EGFP reporter with mutant IVS2-654 intron; response scale: normalised to 500 nM splice-correcting PNA; Potency, µM (highest dose often 46.1 µM), inactives show at the highest dose activation, hits mostly activators; 65,000 compounds, 0.06% hits; note: potency is the fitted concentration of half-maximal effect; 0% is about no effect
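HeLa cells stably expressing EGFP interrupted by mutant beta-globin intron 2 (IVS2-654), 500/well in 2% FCS. Treated with compound for 2 days at 37C. Splicing correction scored as total well GFP intensity (488 nm excitation, 500-520 nm emission); 500 nM antisense PNA served as control.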
BRCT inh green = blocks human BRCA1 BRCT binding to phosphopeptide, green readout | P38398 | AID 875 | Potency, µM (titrated, usually from 76.9 µM), inactives show top-dose activity change, negative = inhibition, most hits filed as inhibitors | BRCA1 BRCT-phosphopeptide binding, green fluorescence polarization | 75,000 compounds, 0.05% hits;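 note: potency is the fitted concentration of half-maximal effect; plate controls were peptide without protein for full effect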
Target sequence (P38398 whole entry, looked up): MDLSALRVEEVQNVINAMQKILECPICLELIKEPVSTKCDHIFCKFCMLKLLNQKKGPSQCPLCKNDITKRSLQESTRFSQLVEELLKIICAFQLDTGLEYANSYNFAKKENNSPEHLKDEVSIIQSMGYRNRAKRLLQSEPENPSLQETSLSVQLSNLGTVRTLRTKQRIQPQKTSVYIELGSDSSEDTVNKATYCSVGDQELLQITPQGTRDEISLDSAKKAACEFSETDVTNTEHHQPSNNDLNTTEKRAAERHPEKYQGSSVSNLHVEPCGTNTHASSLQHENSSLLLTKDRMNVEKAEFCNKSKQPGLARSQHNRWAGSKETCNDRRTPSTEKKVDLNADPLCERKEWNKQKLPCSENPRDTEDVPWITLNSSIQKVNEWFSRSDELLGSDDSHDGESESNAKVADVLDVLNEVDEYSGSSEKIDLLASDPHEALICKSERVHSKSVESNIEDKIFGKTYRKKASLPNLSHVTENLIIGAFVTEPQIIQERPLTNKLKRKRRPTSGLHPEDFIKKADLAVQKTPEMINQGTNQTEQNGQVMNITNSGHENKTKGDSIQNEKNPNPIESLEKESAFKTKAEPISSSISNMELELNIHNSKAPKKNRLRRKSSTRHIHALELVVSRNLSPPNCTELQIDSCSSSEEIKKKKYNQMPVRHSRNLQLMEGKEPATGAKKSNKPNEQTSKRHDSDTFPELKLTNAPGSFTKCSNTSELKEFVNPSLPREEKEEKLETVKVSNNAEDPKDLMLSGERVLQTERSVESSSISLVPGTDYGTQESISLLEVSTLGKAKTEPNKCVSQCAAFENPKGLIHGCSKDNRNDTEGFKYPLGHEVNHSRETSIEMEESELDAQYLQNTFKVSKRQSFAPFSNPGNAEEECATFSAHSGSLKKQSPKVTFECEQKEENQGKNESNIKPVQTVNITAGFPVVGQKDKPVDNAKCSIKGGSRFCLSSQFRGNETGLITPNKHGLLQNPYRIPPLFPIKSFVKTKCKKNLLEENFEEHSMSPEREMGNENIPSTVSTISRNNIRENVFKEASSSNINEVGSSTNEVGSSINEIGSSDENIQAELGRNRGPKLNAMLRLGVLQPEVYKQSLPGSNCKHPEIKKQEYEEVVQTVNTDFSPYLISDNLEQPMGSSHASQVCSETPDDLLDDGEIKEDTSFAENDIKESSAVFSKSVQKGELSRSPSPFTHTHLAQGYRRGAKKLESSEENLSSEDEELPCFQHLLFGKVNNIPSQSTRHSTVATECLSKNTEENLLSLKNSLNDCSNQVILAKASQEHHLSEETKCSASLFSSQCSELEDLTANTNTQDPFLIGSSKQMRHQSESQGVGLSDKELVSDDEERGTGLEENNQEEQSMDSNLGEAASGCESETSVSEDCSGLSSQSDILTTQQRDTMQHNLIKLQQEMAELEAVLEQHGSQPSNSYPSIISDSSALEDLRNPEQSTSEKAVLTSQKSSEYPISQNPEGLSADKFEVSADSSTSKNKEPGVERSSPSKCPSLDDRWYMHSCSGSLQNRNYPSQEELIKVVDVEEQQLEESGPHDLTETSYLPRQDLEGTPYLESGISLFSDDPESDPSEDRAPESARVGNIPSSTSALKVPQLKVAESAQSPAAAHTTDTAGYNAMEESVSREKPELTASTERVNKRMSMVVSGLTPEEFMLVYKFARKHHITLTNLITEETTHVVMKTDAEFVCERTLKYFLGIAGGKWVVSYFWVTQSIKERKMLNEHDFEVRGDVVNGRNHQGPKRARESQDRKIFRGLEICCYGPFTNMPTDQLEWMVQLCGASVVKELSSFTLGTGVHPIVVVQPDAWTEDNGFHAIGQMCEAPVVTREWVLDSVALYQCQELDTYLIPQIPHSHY
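Fluorescence polarization: His-tagged BRCT (~35 kDa BRCA1 C-terminus, 250 nM) bound to 100 nM fluorescein-labeled phosphorylated 10-aa BACH1 peptide, pH 7.3 phosphate buffer with DTT and Tween 20. Compounds incubated 12 min at room temperature; inhibition read as lowered polarization.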
BRCT inh red = BRCT-phosphoprotein interaction inhibition (red fluorophore); BRCT-phosphopeptide binding, red fluorescence polarization; AID 892; 75,000 compounds, 0.03% hits; Potency, µM (highest dose often 76.9 µM), for inactives: at the highest dose activity change, negative = inhibition, most hits filed as inhibitors; note: % is set by controls: 0 for no effect and ±100 for the full control effect
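Fluorescence polarization: 100 nM His-tagged BRCA1 BRCT with 100 nM TAMRA-labelled phospho-BACH1 decapeptide, phosphate buffer pH 7.3 with 150 mM NaCl, DTT, 0.01% Tween 20; 12 min RT. Binding inhibition seen as FP decrease.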
Pol III holo inh = inhibitors of bacterial DNA polymerase III holoenzyme; reconstituted DNA polymerase III holoenzyme replication, biochemical; Potency, µM (titrated, usually from 57.1 µM), for the others: at the top dose activity change, negative = inhibition; 71,000 compounds, 0.25% hits; AID 603; note: potency is the fitted concentration of half-maximal effect; % is set by controls: 0 for no effect and ±100 for the full control effect
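Reconstituted *E. coli* holoenzyme (0.35 nM Pol III, 1 nM beta, 154 nM SSB, 2 nM primase) was preincubated with compound for 15 min at RT. Synthesis on 1.4 nM ssM13Gori ran 35 min, then was stopped with PicoGreen/EDTA and read as dsDNA fluorescence.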
CRE Fsk mod = CRE-bla signaling modulation under forskolin stimulation | CHO CRE-bla reporter (cAMP response element driving beta-lactamase), forskolin EC10, beta-lactamase ratio | AID 662 | Potency, µM (doses to about 38.2 µM), for the others: at the highest dose activity change, negative = inhibition, most hits filed as activators | 71,000 compounds, 2.5% hits; active = well fitted activation curve with a large enough effect in the signal ratio, with a control signal flat, not every such curve was filed as active; inconclusive = small, poorly fitted or top-dose-only effect, or effect the other way, or a change in a side signal; the % refers to the signal ratio; note: potency is the fitted concentration of half-maximal effect; % of control where 0% means no effect
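Reporter-gene assay: CHO cells with beta-lactamase behind cAMP responsive elements, co-treated with compound and EC10 NKH 477 for 3 hours at 37 degrees Celsius. Activity came from the 460/530 nm CCF4 emission ratio.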
Active calls of the source: *; & = joins results of further samples; [ ] = remark or other dose. Unless noted, calls come from the whole dose curve; as a rule, active = well fitted curve in the direction sought with a large enough effect; inconclusive = small, poorly fitted or top-dose-only effect, or another doubt; inactive = no such curve, though single readings can be large; an effect the other way counts as inactive or inconclusive. Some of the compounds tested (hit frequency here may not be typical).

`CC(C)COC(=O)c1cc(=O)[nH]c2ccccc12` gave GFP derepression -2.2%, Ub-GFP proteasome -5.0%, USP2a inhib 11.4%, Hsp90 Hop PPI -0.6%, 15-hLO inh -12.1%, HADH2 inhib -2.5%, HBB splice mod -0.6%[9.22 µM], BRCT inh green -1.6%, BRCT inh red -2.7%, Pol III holo inh -3.9% and CRE Fsk mod inconclusive.
Screening Cc1cc(=O)n(-c2ccc(O)cc2)[nH]1 returned GFP derepression 4.0%, Ub-GFP proteasome 5.4%, USP2a inhib -6.9%, Hsp90 Hop PPI -2.4%, 15-hLO inh 2.1%, HADH2 inhib 0.7%, HBB splice mod 0.0%, BRCT inh green 2.1%, BRCT inh red -0.5%, Pol III holo inh 0.1% and CRE Fsk mod -11.7%.
Screening Cc1ccc(S(=O)(=O)N[C@H]2COC(=O)C/C=C\[C@@H](C)COC(=O)C/C=C\[C@@H]2C)cc1 returned 15-hLO inh 2.3%&3.9%[11.4 µM], HADH2 inhib -4.2%&2.5%[11.4 µM], HBB splice mod 1.5%&3.4%[9.22 µM], BRCT inh green 0.6%&-2.1%[15.4 µM] and BRCT inh red 1.9%&-1.1%[15.4 µM].
`CC(C)(C)c1ccc(OC2C(O)COC2/C=C/C#Cc2ccccc2)cc1` (configuration not stated) gave 15-hLO inh -6.5%&-8.4%[11.4 µM], HADH2 inhib 12.7%&18.9%[11.4 µM], HBB splice mod -1.0%&-0.6%[9.22 µM], BRCT inh green -1.2%&0.1%[15.4 µM] and BRCT inh red 0.9%&1.0%[15.4 µM].
COC(=O)c1ccc(NC(=O)CN2CCN(c3ccccc3)CC2)cc1 was read as GFP derepression -3.3%, Ub-GFP proteasome -0.6%, USP2a inhib 3.2%, Hsp90 Hop PPI -0.8%, 15-hLO inh -11.5%, HADH2 inhib -0.3%, HBB splice mod -1.3%, BRCT inh green -1.9%, BRCT inh red -0.2%, Pol III holo inh -8.4% and CRE Fsk mod -5.7%.
Screening Cc1ccccc1C(=O)Nc1ccc(Cl)cn1 returned GFP derepression -2.2%, Ub-GFP proteasome -3.3%, USP2a inhib -0.9%, Hsp90 Hop PPI 2.1%, 15-hLO inh inconclusive, HADH2 inhib 2.5%, HBB splice mod -0.7%[9.22 µM], BRCT inh green -2.4%, BRCT inh red -2.2%, Pol III holo inh 1.3% and CRE Fsk mod 7.2%.
For CC1(C)N=C(N)N=C(N)N1CCCCc1ccccc1 the results were GFP derepression 1.1%[9.22 µM], Ub-GFP proteasome -4.6%[9.17 µM], Hsp90 Hop PPI -3.9%[11 µM], 15-hLO inh 2.5%[11.4 µM], HADH2 inhib -0.4%[11.4 µM], HBB splice mod 1.0%[9.22 µM], BRCT inh green -0.4%[15.4 µM], BRCT inh red 1.6%[15.4 µM], Pol III holo inh -12.8%[11.4 µM] and CRE Fsk mod 0.9%[7.6 µM].
CCOC(=O)Nc1ccc2c(c1)ncn2C1CCCCC1 was read as GFP derepression 0.0%, Ub-GFP proteasome -5.0%, USP2a inhib 8.1%, Hsp90 Hop PPI -0.2%, 15-hLO inh 5.5%, HADH2 inhib 1.8%, HBB splice mod 0.3%, BRCT inh green 1.3%, BRCT inh red -0.4%, Pol III holo inh 2.7% and CRE Fsk mod inconclusive.
`Cn1nccc1C(=O)Nc1ccc(OC(=O)c2ccnn2C)cc1` gave GFP derepression 0.0%, Ub-GFP proteasome -4.4%, USP2a inhib -1.0%, Hsp90 Hop PPI -2.2%, 15-hLO inh 0.9%, HADH2 inhib 6.9%, HBB splice mod -0.7%, BRCT inh green -1.3%, BRCT inh red 0.5%, Pol III holo inh 0.4% and CRE Fsk mod 3.1%.
For COc1ccc(S(=O)(=O)N2CCC(n3cnc4cc(C(F)(F)F)ccc43)CC2)cc1 the results were GFP derepression 1.3%, Ub-GFP proteasome 0.0%, USP2a inhib 41.8%[activator], Hsp90 Hop PPI -1.1%, 15-hLO inh -3.1%, HADH2 inhib 9.4%, HBB splice mod -1.2%, BRCT inh green 2.4%, BRCT inh red 0.0%, Pol III holo inh -1.3% and CRE Fsk mod 12.9%.
For CS(=O)(=O)NC1c2cccc3cccc(c23)C1Sc1nncn1/N=C/c1ccco1 (configuration not stated) the results were GFP derepression 2.2%, Ub-GFP proteasome -2.6%, USP2a inhib 24.8%, Hsp90 Hop PPI -4.5%, 15-hLO inh -15.1%, HADH2 inhib -9.9%, HBB splice mod -0.4%[57.5 µM], BRCT inh green 0.0%, BRCT inh red 0.3%, Pol III holo inh 4.1% and CRE Fsk mod 0.1%.
`COCCN1C(=O)C(CC(=O)Nc2ccc(C(C)=O)cc2)SC1=Nc1ccccc1` (configuration not stated) gave GFP derepression 1.3%, Ub-GFP proteasome -3.8%, USP2a inhib 35.1%[activator], Hsp90 Hop PPI -3.6%, 15-hLO inh -8.6%, HADH2 inhib 3.9%, HBB splice mod -0.4%, BRCT inh green -2.3%, BRCT inh red -0.8%, Pol III holo inh -1.5% and CRE Fsk mod 0.6%.
COC(=O)c1[nH]c2ccc(C)cc2c1NC(=O)CN1CCN(c2ccccc2)CC1 was read as GFP derepression -2.0%, Ub-GFP proteasome 10.7%, USP2a inhib 25.3%, Hsp90 Hop PPI -13.2%, 15-hLO inh -6.6%, HADH2 inhib -24.0%, HBB splice mod 2.1%[1.84 µM], BRCT inh green 0.4%, BRCT inh red 0.4%, Pol III holo inh 7.8% and CRE Fsk mod inconclusive.
`COCCN1CSC(=S)N(Cc2ccco2)C1` gave GFP derepression inconclusive, Ub-GFP proteasome -2.6%, USP2a inhib 0.0%, Hsp90 Hop PPI -0.4%, 15-hLO inh inconclusive, HADH2 inhib inconclusive, HBB splice mod -0.6%[0.369 µM], BRCT inh green -0.8%, BRCT inh red 1.3%, Pol III holo inh -7.4% and CRE Fsk mod 11.8%.
`CS(=O)(=O)Nc1ccccc1C(=O)N1CCOCC1` gave GFP derepression 4.7%, Ub-GFP proteasome 0.9%, USP2a inhib -4.8%, Hsp90 Hop PPI -5.8%, 15-hLO inh -2.6%, HADH2 inhib 0.3%, HBB splice mod -0.7%, BRCT inh green -2.1%, BRCT inh red 0.2%, Pol III holo inh -5.4% and CRE Fsk mod -1.8%.
Cc1nc(-c2ccccc2)cc(=O)[nH]1 was read as GFP derepression -5.0%, Ub-GFP proteasome -2.0%, USP2a inhib -4.5%, Hsp90 Hop PPI 0.0%, 15-hLO inh -1.8%, HADH2 inhib 12.9%, HBB splice mod -1.4%, BRCT inh green -1.5%, BRCT inh red -0.5%, Pol III holo inh -1.5% and CRE Fsk mod 0.6%.
`CCc1n[nH]c(=O)n1Cn1c(CC)n[nH]c1=O` gave GFP derepression 1.6%, Ub-GFP proteasome 0.3%, USP2a inhib -2.5%, Hsp90 Hop PPI -4.4%, 15-hLO inh 3.5%, HADH2 inhib -3.2%, HBB splice mod 0.1%[57.5 µM], BRCT inh green -2.5%, BRCT inh red -1.4%, Pol III holo inh -3.8% and CRE Fsk mod -1.1%.
`CCOC(=O)C(NC(C)=O)(Nc1ccc(S(=O)(=O)Nc2cc(C)nc(C)n2)cc1)C(F)(F)F` (configuration not stated) gave GFP derepression 1.2%, Ub-GFP proteasome -8.1%, USP2a inhib -4.7%, Hsp90 Hop PPI 7.3%, 15-hLO inh 4.5%, HADH2 inhib -5.7%, HBB splice mod -0.6%, BRCT inh green -0.6%, BRCT inh red -1.7%, Pol III holo inh -2.2% and CRE Fsk mod inconclusive.
